Screening results (PubChem BioAssay)
SUMO1 PPI mod – SUMO1-SIM interaction modulation; AID 602429; SUMO1 binding to a labelled peptide, TR-FRET, 1 h; 360,000 compounds, 0.33% hits; inhibition, % at 20 µM; in the data active means inhibition above about 37%
bovine MsrA act – activators of bovine methionine sulfoxide reductase A. purified bovine MsrA, absorbance read-out. activation, % at 10.6 µM. 360,000 compounds, 0.3% hits. AID 602163; in the data active means activation above about 7.5%;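 further: 0% = vehicle and 100% = reference activator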
LMPTP inh – blocks human LMPTP phosphatase | P24666 | recombinant LMPTP-A, OMFP fluorogenic substrate, fluorescence intensity | inhibition, % at 20 µM | 360,000 compounds, 0.22% hits | AID 651560;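 active means compounds that cut the enzyme signal by at least half of the control window in the single-dose screen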;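 further: plate controls were DMSO wells with enzyme plus substrate for no effect and substrate without enzyme for full effect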
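Test system: LMPTP-A, protein tyrosine phosphatase of low molecular weight; Input: 0.625 nM enzyme; Incubation: 50 min dark incubation at room temperature; Signal: endpoint fluorescence intensity from OMFP dephosphorylation; Read-out basis: % inhibition versus control wells.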
CendR NRP1 mod – modulators of CendR peptide binding to human neuropilin-1; FAM-RPARPAR peptide binding to NRP-1, fluorescence polarization; inhibition, % at 25 µM; O14786; 360,000 compounds, 0.85% hits;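 active means inhibition or corrected inhibition above about 18%, plus a signal ratio from 0.5 to 1.5, limit read from the data, passing the limit was not always enough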; further: strong numbers were not always called active
STEP inh – blocks human striatal-enriched tyrosine phosphatase; recombinant STEP, OMFP fluorogenic substrate, fluorescence; inhibition, % at 20 µM; 360,000 compounds, 0.25% hits; AID 588621;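 active means inhibition at 20 µM, scaled per plate between control wells, above about 37%, limit read from the data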;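 further: 0% = DMSO with enzyme and substrate and 100% = substrate only without enzyme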
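Measure: Control-normalized % inhibition with plate pattern correction | Test system: STEP phosphatase, cell-free reaction | Medium: pH 6.0 Bis-Tris with DTT and Tween 20 | Technique: Fluorescence, 480/540 nm | Times: Reaction 20 min, ambient temperature | Doses: Single compound dose of 20 µM, 1% DMSO final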
Tb MetRS inh – blocks T. brucei methionyl-tRNA synthetase activity | purified T. brucei MetRS, ATP depletion, Kinase-Glo luminescence | inhibition, % at 11.9 µM | 360,000 compounds, 0.4% hits | AID 624268;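 active means inhibition above a per-plate cutoff of the control wells' mean inhibition plus 3 SD, cut at about 5.5% in these data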;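 further: 0% = DMSO wells median and 100% = median of wells with control inhibitor compound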
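Test system – parasite MetRS enzyme · Reagent – substrates ATP, L-methionine and bulk Escherichia coli tRNA · Doses – 11.9 µM compound single dose, 0.9% DMSO · Times – 15 min enzyme-compound preincubation, 2 h reaction, 10 min detection, 25 °C · Signal – Kinase-Glo luminescence, ATP depletion format · Controls – DMSO-only wells as low control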
Scp1 inh – Scp-1 (human) phosphatase inhibition; Q9GZU7; Recombinant Scp1, phosphopeptide, malachite green phosphate absorbance; inhibition, % at 20 µM; 340,000 compounds, 0.88% hits; AID 493091;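 active means inhibition above about 50% at 20 µM, limit read from the data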;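 further: plate controls were DMSO wells with enzyme for no effect and wells lacking enzyme for full effect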
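Test system: SCP-1 phosphatase catalytic domain, residues 76-261 | Compound dosing: One concentration, 20 µM, with 1.0% DMSO | Schedule: 45 min room-temperature reaction, 5 min colour, 30 min stabiliser | Detection: Absorbance at 630 nm | Read-out basis: % inhibition of SCP-1 phosphate liberation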
DNMT1 inh – DNMT1 (human) enzyme inhibition. P26358. DNMT1 molecular beacon, Hinp1I cleavage, fluorescence. inhibition (reported as % activation of signal), % at 10 µM. 360,000 compounds, 0.83% hits. AID 588458; in the data active means inhibition above about 50%
Target sequence (P26358 504-1616 limits assumed): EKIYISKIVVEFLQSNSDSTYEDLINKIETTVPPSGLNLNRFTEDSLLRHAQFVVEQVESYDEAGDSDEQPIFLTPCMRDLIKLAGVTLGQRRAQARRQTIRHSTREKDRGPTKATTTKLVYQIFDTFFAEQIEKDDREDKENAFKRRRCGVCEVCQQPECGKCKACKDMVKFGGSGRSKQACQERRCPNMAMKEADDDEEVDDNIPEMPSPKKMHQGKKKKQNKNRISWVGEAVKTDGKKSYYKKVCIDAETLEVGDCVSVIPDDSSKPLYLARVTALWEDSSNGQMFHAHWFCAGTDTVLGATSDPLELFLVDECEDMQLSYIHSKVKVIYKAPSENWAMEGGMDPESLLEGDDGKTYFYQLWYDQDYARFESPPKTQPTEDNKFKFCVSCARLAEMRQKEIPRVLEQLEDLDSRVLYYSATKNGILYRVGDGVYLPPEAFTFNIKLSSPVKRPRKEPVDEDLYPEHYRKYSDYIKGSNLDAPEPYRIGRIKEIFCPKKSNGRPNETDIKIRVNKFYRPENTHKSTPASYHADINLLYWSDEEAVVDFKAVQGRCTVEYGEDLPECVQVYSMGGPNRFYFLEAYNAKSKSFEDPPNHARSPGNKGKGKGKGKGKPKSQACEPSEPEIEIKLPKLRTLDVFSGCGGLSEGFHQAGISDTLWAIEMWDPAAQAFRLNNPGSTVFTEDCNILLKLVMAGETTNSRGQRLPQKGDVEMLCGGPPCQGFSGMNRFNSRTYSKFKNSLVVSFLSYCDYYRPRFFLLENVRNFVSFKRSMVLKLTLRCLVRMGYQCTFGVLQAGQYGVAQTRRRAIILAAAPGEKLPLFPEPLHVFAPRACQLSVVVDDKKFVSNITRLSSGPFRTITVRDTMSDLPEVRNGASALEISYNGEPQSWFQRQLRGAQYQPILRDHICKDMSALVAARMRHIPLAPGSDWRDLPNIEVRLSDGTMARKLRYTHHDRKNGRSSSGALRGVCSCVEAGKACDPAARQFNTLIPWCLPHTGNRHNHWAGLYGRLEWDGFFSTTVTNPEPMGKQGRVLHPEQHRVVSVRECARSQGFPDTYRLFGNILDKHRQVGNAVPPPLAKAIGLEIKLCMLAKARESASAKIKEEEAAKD
E coli Lon inh – inhibitors of E. coli Lon protease; purified E. coli Lon protease, fluorescence polarization; inhibition, % at 7.94 µM; 360,000 compounds, 0.42% hits; in the data active means inhibition above about 13%, passing the limit was not always enough;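 further: 0% = enzyme with probe and DMSO and 100% = no enzyme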
MsrA inh – bovine MsrA inhibition; purified bovine MsrA, absorbance read-out; 360,000 compounds, 0.75% hits; inhibition, % at 15.5 µM; AID 651718; in the data active means inhibition above about 4.5%;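 further: 0% = vehicle wells with enzyme and 100% = reference inhibitor wells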
* marks the source's active call; other numbers are inactive results; . = not tested or not shown. No enrichment for hits (roughly 4.3% active in at least one column).

The opening three entries (preview)
SMILES	SUMO1 PPI mod	bovine MsrA act	LMPTP inh	CendR NRP1 mod	STEP inh	Tb MetRS inh	Scp1 inh	DNMT1 inh	E coli Lon inh	MsrA inh
Cc1cc(C)c2c(CC(=O)O)c(C)[nH]c2c1	3	-9	2.0	-32	-2	-1.6	5	-28	-14	-1.4
COc1ccc(C2=NCCn3nc4cc(OC)ccc4c32)cc1	-17	-3	-3.3	0	-3	-0.4	-3	-1	-9	-0.3
COc1ccc(CCNC2=CC(=O)CC(C)(C)C2)cc1	4	-2	-0.2	-4	-2	-0.4	-13	6	-2	-0.4

The listing, previewed entries included:
SMILES	SUMO1 PPI mod	bovine MsrA act	LMPTP inh	CendR NRP1 mod	STEP inh	Tb MetRS inh	Scp1 inh	DNMT1 inh	E coli Lon inh	MsrA inh
Cc1cc(C)c2c(CC(=O)O)c(C)[nH]c2c1	3	-9	2.0	-32	-2	-1.6	5	-28	-14	-1.4
COc1ccc(C2=NCCn3nc4cc(OC)ccc4c32)cc1	-17	-3	-3.3	0	-3	-0.4	-3	-1	-9	-0.3
COc1ccc(CCNC2=CC(=O)CC(C)(C)C2)cc1	4	-2	-0.2	-4	-2	-0.4	-13	6	-2	-0.4
CCc1nnc(NC(=O)C2CCCN2C(=O)Nc2ccc(C)cc2)s1 (centres undefined)	-5	-4	0.3	12	-2	-0.1	-1	0	7	0.8
CC(C)Oc1ccccc1NC(=O)CSc1nccn1C	-2	-1	-0.1	-7	0	-1.3	2	-1	3	-0.8
CNC(=O)COc1ccc(S(=O)(=O)Nc2ccccc2)cc1	-1	-1	-0.8	-4	-2	0.0	1	5	11	2.5
COc1cc(OC)c(N(C)C(=O)c2cc3c(s2)-c2ccccc2S(=O)(=O)C3)cc1Cl	-12	-1	3.1	-6	0	0.0	-2	-20	-1	0.5
Cc1nc2ccc(NC(=O)Cc3cccs3)cc2s1	1	-2	0.0	0	-1	0.2	-6	-4	-7	0.3
O=C(NCC1CCCO1)c1ccc2c(c1)N(Cc1ccc(Cl)cc1)CCS2 (centres undefined)	7	-1	1.3	4	2	-0.1	.	5	-6	2.8
S=C(NCCc1ccccc1)NCCN1CCOCC1	-3	-3	-2.1	-7	-2	-0.2	-9	1	15	-0.3
O=C(Cc1ccccc1[N+](=O)[O-])NCCC1=CCCCC1	-1	-9	-1.4	-3	1	-1.0	4	0	-3	-0.1
CCOC(=O)C1=C(C(F)(F)F)Nc2ncnn2C1c1cc(OC)c(OC)cc1OC (centres undefined)	3	1	-0.5	-1	0	0.2	-5	13	0	1.0
COc1ccc(-n2c(Cc3cccn3C)nnc2SCC(=O)N2CCCC2)cc1	5	-13	-1.1	-10	-3	-0.7	-1	7	5	0.9
CCCn1c(SCC(=O)NC23CC4CC(CC(C4)C2)C3)n[nH]c1=O	-5	-2	-2.5	5	-5	-0.7	-4	1	3	0.7
Cc1ccc2c(c1)nc(NCCCO)n2C	0	-8	-1.2	9	-7	-0.5	1	-1	-4	-0.8

Arranged by the number under LMPTP inh (ascending): 3 of the compounds above
SMILES	LMPTP inh
Cc1ccc2c(c1)nc(NCCCO)n2C	-1.2
COc1ccc(-n2c(Cc3cccn3C)nnc2SCC(=O)N2CCCC2)cc1	-1.1
CC(C)Oc1ccccc1NC(=O)CSc1nccn1C	-0.1

(more compounds)
SMILES	SUMO1 PPI mod	bovine MsrA act	LMPTP inh	CendR NRP1 mod	STEP inh	Tb MetRS inh	Scp1 inh	DNMT1 inh	E coli Lon inh	MsrA inh
COc1ccc(N(CC(=O)Nc2ccc(F)cc2F)S(=O)(=O)c2c(C)nn(C)c2C)cc1	1	-3	-0.2	4	-2	-0.6	0	-1	11	-1.5
CCOC(=O)C(CC)/C(C)=N\NC(=O)CCC(=O)Nc1ccc(Cl)cc1Cl (centres undefined)	10	-4	-1.0	-9	-4	-0.3	-11	-6	5	-0.2
CCCCC(NC(=O)Cc1c(C)c2cc3c(C)c(C)oc3c(C)c2oc1=O)C(=O)O (centres undefined)	9	-12	1.5	4	0	-1.2	18	3	-2	1.4
CCCc1cc(C(=O)OC)c(NC(=O)CCC(=O)O)s1	0	-3	-2.2	12	-2	-0.8	-4	-1	-1	0.0
O=C(NC(=S)Nc1ccccc1N1CCOCC1)c1cccs1	-1	-4	-0.2	-9	-4	0.0	-10	-2	-6	-0.8
O=C1c2ccccc2C(=O)N1OS(=O)(=O)c1ccc(F)cc1	0	-2	-3.0	-1	0	0.3	0	-3	-1	0.3
CC1=CC(C)C2COC(c3ccc[n+](C)c3)C1C2C (centres undefined)	-5	-3	-1.5	3	0	-0.1	95*	2	-1	1.4
Cc1ccc(C)c(S(=O)(=O)ON2C(=O)c3ccccc3C2=O)c1	0	-1	-2.4	1	-2	-0.4	-7	0	-7	0.4
O=C(NNC(=O)c1ccccc1Cl)c1ccncc1	0	-7	0.5	-6	-2	-1.4	4	4	-2	-0.1
CC(=O)c1nnn(-c2ccc([N+](=O)[O-])cc2C)c1C	-20	-10	2.6	-4	-1	-0.6	11	4	-4	0.0
Cc1sc2nc(CN3CCOCC3)nc(NCCc3ccccc3)c2c1C	6	-6	-1.3	-7	1	-0.8	-4	-1	-2	-0.4
Cc1nc(SCC(=O)NCC2CCCO2)nc(C)c1C (centres undefined)	-4	-1	-1.4	-9	-1	0.2	-1	-3	-5	-1.4
COc1ccc(OC)c(NC(=O)Cc2cccs2)c1	-1	-1	3.4	0	0	-0.1	14	5	32*	0.8
CC(C)(C)C(=O)NC1CC2CCCC(C1)N2C(=O)Nc1ccccc1 (centres undefined)	1	-9	-2.8	8	-3	-1.4	2	7	9	-1.4
N#Cc1c(-n2cccc2)cccc1-n1cccc1	0	-10	-0.1	-2	-2	-0.5	-4	0	7	2.2
COc1ccc(C(=O)NC(Cn2ccnc2)C(C)(C)C)cc1OC1CCN(C(C)C)CC1 (centres undefined)	2	0	-0.1	7	-2	-0.3	-2	2	1	-0.4
COc1ccc(Cl)cc1CC1(C)C(=O)Nc2c(Cl)cccc21 (centres undefined)	-1	-1	0.4	-12	-1	0.4	.	2	0	2.0
Cc1ccc(NS(=O)(=O)c2ccc(OCC(=O)NCc3ccccn3)cc2)cc1	2	-2	-0.4	13	1	0.0	-7	0	3	0.2
Cc1nn(-c2ccc(C(=O)Nc3nnc(C4CC4)s3)cc2)c(C)c1Cl	-1	-5	-2.0	-5	-6	0.1	-10	5	-10	1.8
Cc1ccc(CN2CCN(CCCn3cccn3)CC2CCO)cc1 (centres undefined)	-2	-3	-1.4	2	-2	0.0	-4	11	6	-0.5
CSc1nsc(SCC(=O)N2CCCCC2)n1	4	1	-0.2	-1	12	-0.6	-5	0	-1	-0.1
CCN1CCN(C(=O)N(CC(=O)Nc2ccc(C(N)=O)cc2)S(=O)(=O)c2ccc(C)cc2)CC1	-2	-4	1.0	2	1	-0.1	-2	3	-4	-1.1
COc1ccc(C(=O)OCC(=O)NCC2CCCCC2)cc1S(=O)(=O)N1CCCc2ccccc21	-3	-3	7.7	3	1	-0.2	-10	-10	-3	-0.3
CN1C(=O)N(c2nnc(C(C)(C)C)s2)C(=O)C1c1ccccc1 (centres undefined)	2	-9	-1.3	3	-1	-0.9	-3	2	0	0.6
O=C(N/N=C/c1ccc[nH]1)c1sc2ccccc2c1Cl	-13	-4	-0.5	-2	1	-0.7	-2	-3	-6	3.3
Cc1cccc(N2CCN(C(=O)c3noc4c3COc3ccc(C)cc3-4)CC2C)c1 (centres undefined)	-5	-3	2.7	4	4	0.2	-14	-8	4	2.5
O=C(CSc1ccccc1)NCc1ccco1	1	1	-1.6	10	-2	-0.7	1	1	-9	0.2
COc1ccc(CCNC(=O)c2cc(S(=O)(=O)N(C)C)ccc2N2CCCC2)cc1OC	3	-4	-3.4	12	-1	0.0	-7	1	1	-0.8
CCN(CC)S(=O)(=O)c1ccc(N2CCOCC2)c(NC(=O)C(=O)c2c(-c3ccccc3)cc3ccccn23)c1	-10	-1	3.6	1	6	-0.6	-18	-12	-8	1.4
Cc1ccc(/C=N/N2CCN(Cc3cccc4ccccc34)CC2)o1	-10	-4	1.0	12	-2	-1.0	3	-5	-3	0.3
COc1ccc(Cc2nnc(NC(=O)C3CC(=O)N(c4ccc(OC)cc4)C3)s2)cc1 (centres undefined)	5	3	0.2	9	1	0.3	-5	-12	1	0.7
CCOc1ccccc1C(=O)N[C@H](C(=O)OCc1cc([N+](=O)[O-])cc2c1OCOC2)C(C)C	-5	-4	6.8	14	0	-0.1	-17	-7	12	0.0
O=C1NCCCC1C(=O)NCCN1C(=O)CCC1=O (centres undefined)	10	-7	-1.2	-6	-7	-0.2	2	1	-12	-0.5
Clc1ccc(-c2cc3ccccc3[nH]2)cc1	1	-4	3.3	7	0	0.1	-16	-12	1	-0.3
NS(=O)(=O)c1ccc(-c2ccc(/C=C3\C(=O)Nc4cc(Cl)ccc43)o2)cc1	48*	-3	22	-18	0	0.6	-11	-14	-8	2.8
CNC(=S)NNC(=O)c1ccc2c(c1)OCO2	1	-2	-0.7	10	0	0.7	-7	3	2	0.1
CCOC(=O)c1nn(-c2ccc(C)cc2)cc1C(=O)c1ccccc1	0	-7	0.2	-7	-3	-0.7	-13	-1	-8	0.8
Cc1ccc(OCCCC(=O)Nc2ccc(S(N)(=O)=O)cc2)cc1	0	-1	0.2	7	7	0.7	-3	-6	6	1.6
O=[N+]([O-])c1ccc(NCCCO)c(C(F)(F)F)c1	-17	-6	-0.8	-1	1	-0.7	-5	4	-2	4.3
Cc1cc(C)cc(NC(=O)CSCc2nc3c(nnn3Cc3ccc(F)cc3)c(=O)[nH]2)c1	8	-4	-1.0	-6	-4	-0.7	-3	5	-10	-1.2
CN(CC(=O)Nc1ccccc1Br)C(=O)c1ccc2c(=O)n3c(nc2c1)CCC3	5	-3	-1.9	-2	-6	-0.5	-5	-1	3	-0.2
CN1C(c2ccccc2)=NO[C@]1(C)c1ccccc1	0	-3	-2.5	-1	-4	-0.8	-7	-2	-5	-0.1
Cc1cc(NC(=O)CCC(=O)N(CC(=O)NC2CCCC2)c2ccccc2)no1	-1	-1	-0.3	-9	-1	-0.1	-5	2	1	-0.2
CSc1ccccc1N1CCN(C(=O)Nc2ccc3c(c2)NC(=O)CO3)CC1	0	-1	-0.5	1	1	0.4	-6	4	10	0.5
O=C(OCC(=O)N1CCN(c2ccccc2)CC1)c1cccc(Cl)c1	-3	-4	0.2	-11	0	-0.4	-14	-7	-6	0.1
CN1CCC(CC(C(=O)N2CCCC2)(c2ccccc2)c2ccccc2)C1 (centres undefined)	-1	1	-0.2	2	1	0.0	-2	-2	-11	0.5
